HIV fusion peptide = inhibitors of HIV fusion peptide binding, primary screen, biochemical, uHTS, fluorescence dequenching (AID 1986). one-dose inhibition, % at 20 µM; IC50 in µM for titrated hits. cell-free peptide binding, fluorescence dequenching, 30 min; higher % means a stronger effect. 0.3% of 290,000 active; in the data active means inhibition mostly above about 52%, no sharp cut-off; inactive means mostly below about 76%; further: some results filed as inactive read as strong as hits
Myeloid diff MLP = induction of myeloid progenitor differentiation, primary screen, cell-based, flow cytometry, MLPCN library; ER-HoxA9 myeloid progenitors, lysozyme-GFP differentiation; AID 624256, 2012; calls only at 10 µM; 1% of 360,000 active;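 active means normalized GFP-positive differentiation at or above the plate's own cutoff, the solvent-only control mean plus 3 SD; inconclusive means no clear call, values can overlap the other calls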;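 further: cells exposed to compound for four days before flow analysis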
KOR beta-arrestin-1 = KOR agonists, beta-arrestin recruitment, primary screen, cell-based, luminescence, uHTS (AID 1777) | Kappa-type opioid receptor (Homo sapiens) | KOR beta-arrestin recruitment, luminescence; higher % means a stronger effect | activation, % at 10 µM, or EC50 in µM where a hit was titrated | 0.02% of 280,000 active; in the data active means activation above about 50%, passing the limit was not always enough; further: a part of the inactive calls stands beside numbers as strong as those of hits
LYP inhibition = inhibitors of LYP phosphatase, biochemical, fluorescence intensity, uHTS (AID 1779); recombinant LYP phosphatase, fluorescence intensity; higher % means a stronger effect; one-dose inhibition, % at 11.5 µM; IC50 in µM for titrated hits; 0.054% of 290,000 active;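 further: plate controls were vehicle with enzyme for no effect and no enzyme for full effect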
HEK293 NOD2/NF-kB = NOD2 signaling inhibitors, cell-based, luminescence, uHTS, HEK293 (AID 1566). one-dose inhibition, % at 4 µM; EC50 in µM for titrated hits. 0.63% of 290,000 active. HEK293 NOD2/NF-kB luciferase reporter, luminescence; higher % means a stronger effect; further: many of its hits are not listed in these tables
Siah-1 displacement = Siah-1 peptide-binding antagonists, primary screen, biochemical, fluorescence polarization, rhodamine-plectin, uHTS (AID 1817). E3 ubiquitin-protein ligase SIAH1 (Homo sapiens). 0.02% of 290,000 active. one-dose displacement, % at 20 µM; IC50 in µM for titrated hits. Siah-1 / rhodamine-plectin peptide fluorescence polarization; higher % means a stronger effect;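 active means displacement of at least 50% at 20 µM, with a fluorescence ratio check between 0.3 and a set limit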;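 further: plate controls were Siah plus tracer with DMSO for no effect and tracer alone without Siah for full effect; strong numbers were not always called active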
PhoP inhibition = inhibitors of PhoP regulon expression, primary screen, Salmonella Typhimurium, GFP reporter (AID 1863); S. Typhimurium PhoP-regulated promoter GFP reporter, 4 h; higher % means a stronger effect; one-dose inhibition, % at 50 µM; IC50 in µM for titrated hits; 0.16% of 300,000 active;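 active means inhibition over 29.93%, a cutoff 3 SD above the screen mean, later confirmed by dose response; inconclusive means inhibition over 29.93% but no dose response follow-up; inactive means inhibition at most 29.93% or unconfirmed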;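 further: 0% = low Mg2+ inducing control and 100% = high Mg2+ repressing control; strong numbers were not always called active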
NOD1 inhibition = NOD1 signaling inhibitors, primary screen, cell-based, luminescence, uHTS (AID 1578). 1% of 290,000 active. inhibition, % at 4 µM, or EC50 in µM where a hit was titrated. NOD1-driven NF-kB luciferase reporter cells, luminescence; higher % means a stronger effect; in the data active means inhibition mostly above about 36%, no sharp cut-off; inactive means mostly below about 34%;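 further: HEK-293T reporter cells stimulated with the NOD1 agonist gamma-tri-DAP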
KOR beta-arrestin-2 = KOR antagonists, beta-arrestin recruitment, cell-based, luminescence, uHTS (AID 1778) | Kappa-type opioid receptor (Homo sapiens) | 0.091% of 290,000 active | KOR beta-arrestin recruitment, luminescence, antagonist mode; higher % means a stronger effect | inhibition, % at 10 µM, or IC50 in µM where a hit was titrated; further: strong numbers were not always called active
Myeloid diff MLP GFP+ MAC1+ % = recorded beside Myeloid diff MLP, whose call it bears; GFP+ MAC1+ double positive, %; measured here: differentiation confirmed by MAC1 staining
* = called active by the depositor; i = inactive; ? = inconclusive; · = no result given; [ ] = another dose, or the depositor's remark. Unless noted, no stated cut-off is given here; in the data, active means inhibition above about 50%; inactive means the rest. The list is partial. The share of hits here may be higher or lower than overall.

SMILES	HIV fusion peptide	Myeloid diff MLP	Myeloid diff MLP GFP+ MAC1+ %	KOR beta-arrestin-1	LYP inhibition	HEK293 NOD2/NF-kB	Siah-1 displacement	PhoP inhibition	NOD1 inhibition	KOR beta-arrestin-2
Cc1ccc(C(=O)Nc2ccccc2Sc2ccccc2)cc1	3.0%	i	0.4	1.0%	-1%	-3%	6%	-7%	-23%	6%
Cc1c(C(=O)Nc2ccc3c(c2)OCCO3)sc2nc(-c3ccccc3)cn12	3.1%	i	10	9.4%	5%	48%	12%	-13%	79%*	-35%
COc1cccc(NC(=O)Nc2cc(C(=O)O)ccc2C)c1	3.9%	i	1.2	0.4%	-10%	-3%	-10%	-4%	8%	-26%
CCOC(=O)N1CCN(CC(=O)Nc2ccc(OC)cc2)CC1	-0.4%	i	0.8	4.2%	-7%	11%	-1%	-8%	-20%	7%
Cc1ccc(S(=O)(=O)N2CCCC2C(=O)NC2=NCCS2)cc1 (stereo not given)	-0.2%	i	0.5	-1.1%	-8%	11%	1%	14%	2%	1%
COc1ccc(-n2c(COc3ccc(C)cc3)nnc2SCC(=O)O)cc1	4.4%	i	1.0	11%	-8%	-15%	-1%	-1%	-5%	-11%
CC(Oc1ccc(-n2cnnn2)cc1)C(=O)O (stereo not given)	-0.5%	i	0.2	-3.8%	-5%	7%	-5%	-8%	-11%	-11%
O=C1CCCN1c1ccc(S(=O)(=O)NCCOc2ccccc2)cc1	3.1%	i	1.1	4.6%	-2%	25%	4%	-1%	-22%	-24%
Cn1c(-c2cccc(Br)c2)n[nH]c1=O	0.0%	i	0.0	-1.1%	-13%	4%	-2%	-3%	-10%	-55%[20 µM]
O=C(O)c1ccc(CNC(=O)c2ccc3c(c2)C(=O)N(Cc2cccnc2)C3=O)cc1	-2.0%	i	0.3	-1.9%	-1%	6%	22%	1%	7%	36%
Nc1nnc(-c2cc3c(ccc4ccccc43)oc2=O)s1	11%	·	·	8.1%	-7%	-104%	3%	0%	-57%	-181%
Cc1ccc2nc(N3C(=O)C(O)=C(C(=O)c4ccco4)C3c3cccs3)sc2c1 (stereo not given)	-1.5%	i	2.3	-1.8%	-2%	-23%	0%	-11%	-8%	-25%
O=C(Cc1ccc(Cl)cc1)Nc1nc2ccccc2[nH]1	-1.9%	·	·	-5.7%	-5%	-6%	3%	7%	-42%	7%
O=C1c2cc(Cl)ccc2OC2(CCNCC2)C12CC(c1ccccc1)=NO2 (stereo not given)	-1.5%	i	2.5	-3.1%	-9%	19%	14%	-5%	-6%	9%
CCN(CC)C(=O)CCc1nnc(Cc2cccc(C(F)(F)F)c2)o1	-2.4%	i	0.1	·	-8%	-86%	8%	4%	-17%	-24%[20 µM]
O=S(=O)(c1ccc(OCC(O)CN2CCc3ccccc3C2)cc1)N1CCOCC1 (stereo not given)	1.7%	i	1.2	-1.5%	-2%	-3%	-1%	5%	-4%	-7%
O=C(CCN1CCN(Cc2ccccc2)CC1)NNC(=O)Nc1cccc(C(F)(F)F)c1	0.0%	i	0.9	-2.6%	-12%	-8%	14%	4%	-34%	11%
O=C(O)c1cc(O)ccc1NC(=O)C1CCCO1 (stereo not given)	-1.3%	i	0.5	-3.2%	-6%	10%	-4%	0%	-34%	-16%[20 µM]
CSc1cc(-c2ccccc2)n(Cc2c(Cl)cccc2Cl)c(=O)c1C#N	2.2%	?	·	4.5%	-4%	-1%	-1%	11%	-49%	6%
COc1cccc(/C=C2\Oc3ccc(O)cc3C2=O)c1O	2.9%	i	1.0	2.1%	-7%	-138%	-8%	3%	-6%	4%

Records listed above printed as active in NOD1 inhibition.
SMILES	HIV fusion peptide	Myeloid diff MLP GFP+ MAC1+ %	KOR beta-arrestin-1	LYP inhibition	HEK293 NOD2/NF-kB	Siah-1 displacement	PhoP inhibition	NOD1 inhibition	KOR beta-arrestin-2
Cc1c(C(=O)Nc2ccc3c(c2)OCCO3)sc2nc(-c3ccccc3)cn12	3.1%	10	9.4%	5%	48%	12%	-13%	79%*	-35%

(further entries)
SMILES	HIV fusion peptide	Myeloid diff MLP	Myeloid diff MLP GFP+ MAC1+ %	KOR beta-arrestin-1	LYP inhibition	HEK293 NOD2/NF-kB	Siah-1 displacement	PhoP inhibition	NOD1 inhibition	KOR beta-arrestin-2
COc1ccccc1C(=O)N(Cc1ccccc1)c1ccc(C)cc1	0.4%	i	0.6	-0.1%	-2%	-6%	2%	-5%	4%	25%
CCOC(=O)CSC1=C(C#N)C(c2ccccc2OCC)C(C(=O)OCC)C(=O)N1 (stereo not given)	0.5%	i	0.6	-8.2%	8%	13%	-2%	-4%	-40%	17%
COc1ccc(/C=N/NC(=O)C(C)n2cnc3ccccc3c2=O)cc1 (stereo not given)	1.5%	i	1.2	-6.4%	-8%	9%	8%	-3%	-22%	12%
Cc1cc(C)c2sc(NC(=O)c3ccc([N+](=O)[O-])o3)nc2c1	11%	?	·	-2.9%	-3%	46%	-6%	·	6%	-55%[20 µM]
O=C(c1ccc(=O)[nH]c1)N1CCCc2ccccc21	0.3%	i	0.5	4.9%	-9%	-4%	0%	-3%	-4%	-23%
CCOC(=O)c1cnc(SCC(=O)Nc2cc(OC)ccc2OC)nc1N	-3.2%	i	1.3	·	2%	33%	-1%	-1%	36%	5%
CC(C)(C)OC(=O)N1CCC[C@@H]1C(=O)N1CCC(C(=O)O)CC1	-1.9%	i	1.0	-6.4%	-8%	-5%	2%	17%	3%	-15%
O=C(CCCC(=O)OCC(F)(F)C(F)F)Nc1nccs1	1.2%	i	1.5	-1.7%	-3%	2%	0%	5%	-24%	8%
O=C(O)CSc1nnc(-c2ccncc2)n1-c1ccc(Cl)cc1	-2.6%	i	1.5	-4.8%	-8%	10%	8%	4%	-12%	-17%
CCOC(=O)Nc1csnn1	-0.2%	i	0.4	3.2%	-5%	17%	7%	-4%	7%	19%
Cc1nc2c(C(=O)N3CCOCC3)cnn2c(C)c1Cc1ccc(Cl)cc1	-1.9%	i	8.9	5.0%	-5%	8%	3%	-8%	14%	16%
Cc1ccc2nc(SCC(=O)Nc3ccc4sc(C)nc4c3)c(C#N)cc2c1	32%	i	4.1	13%	-2%	-8%	2%	-8%	-25%	-34%
O=C(CSc1nc(-c2ccccc2Cl)ns1)NCc1ccc2c(c1)OCO2	-2.4%	i	0.0	2.2%	-6%	-25%	4%	0%	-26%	28%
Cc1nnc(NC(=O)CSc2ccc(-c3ccccn3)nn2)s1	0.1%	·	·	-4.0%	-5%	-13%	-2%	0%	-43%	-13%
O=C(C1CCCN(Cc2ccc(Br)cc2)C1)N1CCCCC1 (stereo not given)	1.7%	i	0.2	3.2%	-4%	15%	-1%	9%	-2%	-27%
Cn1c(=O)oc2cc(S(=O)(=O)Nc3ccc(Cl)cc3F)ccc21	-0.5%	i	1.3	4.0%	4%	29%	1%	-6%	-8%	28%
S=C(Nc1ccccc1Cl)N1CCOCC1	2.4%	i	0.4	0.4%	-6%	4%	8%	-13%	-7%	-11%
COc1ccc(-c2cc(N)n(S(=O)(=O)Cc3ccccc3)n2)c(OC)c1	-1.2%	i	1.1	1.1%	-8%	15%	4%	9%	-17%	45%
COc1ccc(C2C(C(C)=O)=C(O)C(=O)N2CCO)c(OC)c1 (stereo not given)	-2.8%	i	1.1	2.0%	-11%	14%	5%	7%	6%	-16%
COc1ccc(C(=O)c2cnc(/N=C/N(C)C)s2)cc1	-3.1%	i	2.5	-3.4%	0%	-3%	0%	-1%	-21%	-50%

Some of these compounds in order of the HEK293 NOD2/NF-kB value, largest number first:
structure,HEK293 NOD2/NF-kB
COc1ccc(-c2cc(N)n(S(=O)(=O)Cc3ccccc3)n2)c(OC)c1,15%
COc1ccc(C2C(C(C)=O)=C(O)C(=O)N2CCO)c(OC)c1 (stereo not given),14%
O=C(CSc1nc(-c2ccccc2Cl)ns1)NCc1ccc2c(c1)OCO2,-25%

Arranged by molecular weight (largest number first): part of the list above.
SMILES	HIV fusion peptide	Myeloid diff MLP	Myeloid diff MLP GFP+ MAC1+ %	KOR beta-arrestin-1	LYP inhibition	HEK293 NOD2/NF-kB	Siah-1 displacement	PhoP inhibition	NOD1 inhibition	KOR beta-arrestin-2
O=C(CSc1nc(-c2ccccc2Cl)ns1)NCc1ccc2c(c1)OCO2	-2.4%	i	0.0	2.2%	-6%	-25%	4%	0%	-26%	28%
O=C(C1CCCN(Cc2ccc(Br)cc2)C1)N1CCCCC1 (stereo not given)	1.7%	i	0.2	3.2%	-4%	15%	-1%	9%	-2%	-27%
COc1ccc(C2C(C(C)=O)=C(O)C(=O)N2CCO)c(OC)c1 (stereo not given)	-2.8%	i	1.1	2.0%	-11%	14%	5%	7%	6%	-16%

More results.
SMILES	HIV fusion peptide	Myeloid diff MLP	Myeloid diff MLP GFP+ MAC1+ %	KOR beta-arrestin-1	LYP inhibition	HEK293 NOD2/NF-kB	Siah-1 displacement	PhoP inhibition	NOD1 inhibition	KOR beta-arrestin-2
Cc1ccc(S(=O)(=O)N2CCOCC2)cc1C(=O)NCCN1C(=O)S/C(=C\c2ccccc2Cl)C1=O	0.7%	i	0.7	7.5%	0%	8%	-1%	-1%	-19%	·
CN(CC(=O)NC(=O)NC(C)(C)C)CC(=O)Nc1ccccc1Cl	-1.3%	i	0.8	-1.4%	-3%	1%	3%	4%	-34%	2%
CNCCC1Sc2ccccc2Oc2ccccc21 (stereo not given)	0.4%	i	0.1	-4.1%	-10%	13%	2%	16%	-22%	0%
O=C(O)c1cc(-c2ccc(Cl)s2)[nH]n1	-0.8%	i	0.2	2.8%	-10%	-3%	2%	-7%	-6%	24%
N#CCOC(=O)C1c2ccccc2Oc2ccccc21	-0.6%	i	0.9	0.5%	-5%	-4%	1%	-1%	-3%	0%
COC(=O)C1(C)NC(c2cccs2)C2C(=O)N(c3ccccc3F)C(=O)C21 (stereo not given)	1.4%	i	0.9	12%	-2%	12%	-1%	-10%	-28%	-18%
C=CCn1c(SCC(=O)NC2CCCCC2)nc2ccccc2c1=O	-1.2%	i	0.6	17%	-8%	0%	1%	3%	1%	-23%[20 µM]
OCc1ccnc2c(O)cccc12	-1.5%	i	1.1	3.9%	-8%	12%	-6%	6%	5%	-15%
Cc1cc2nc(C)c(=O)n(C)c2cc1C	1.3%	i	0.8	1.0%	-5%	10%	0%	-4%	-15%	-8%
C=CCSc1nc2ccccc2[nH]1	-2.9%	i	0.8	-6.0%	-6%	-5%	-3%	10%	-12%	-5%
Cc1ccccc1CS(=O)(=O)Cc1ccc(C(=O)NCC2CCCO2)o1 (stereo not given)	-1.1%	i	1.1	-3.1%	-6%	6%	-3%	5%	-21%	8%
Cc1nn(C)cc1C(=O)/C=C/c1ccc([N+](=O)[O-])cc1	-1.7%	i	0.4	-5.1%	5%	-7%	1%	-10%	12%	25%[20 µM]
